PAX8 inh HTS = inhibitors of PAX8 transcriptional activity in RMG-I cells. RMG-I TPO-luciferase reporter, SteadyGlo, 24 h. actives 1.2% (n = 360,000). AID 652154. inhibition, % at 12.6 µM;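 active = mean replicate inhibition at least 60% with every replicate also reaching 60%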;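 also: luciferase light reporting Pax8 driven TPO promoter activity; plate controls were median of neutral control wells for no effect and mitoxantrone controls for full effect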
DENV2 CPE rescue = protects cells from dengue virus 2 cytopathic effect; DENV2-infected cells, cytopathic effect rescue, plate reader; CPE inhibition, % at 9.99 µM; actives 1.7% (n = 350,000); in the data active = CPE inhibition above about 20%, passing the limit was not always enough; tested in BHK-21 cells;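 also: 0% = median of neutral control wells and 100% = median of positive control wells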
ARNT-TACC3 inh = disruptors of human ARNT/TACC3 interaction; Q9Y6A5; AlphaScreen His-ARNT PAS-B/GST-TACC3 binding, luminescence; TACC3 fragment carries E629A point mutation; inhibition, % at 9.99 µM; actives 0.66% (n = 390,000);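 active = mean inhibition of replicates at least 50% and at least half of replicates each reaching 50%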;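 also: 0% = complete ARNT plus TACC3 wells and 100% = ARNT alone without TACC3; many hits fall short of the cut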
CASP6 VEID inh = inhibitors of human caspase-6; P55212; purified caspase-6, Z-VEID-R110 cleavage fluorescence; inhibition, % at 12.5 µM; actives 0.53% (n = 350,000);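 active = mean inhibition across replicates at least about 35%, with every replicate also reaching that limit, limit read from the data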;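 also: 0% = median of neutral control wells and 100% = no fluorescence left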
Target sequence (P55212 24-179 limits assumed): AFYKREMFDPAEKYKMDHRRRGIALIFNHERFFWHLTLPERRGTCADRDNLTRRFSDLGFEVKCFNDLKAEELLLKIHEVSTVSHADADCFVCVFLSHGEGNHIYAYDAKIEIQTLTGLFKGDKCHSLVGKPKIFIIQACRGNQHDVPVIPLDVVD
Target sequence (P55212 194-293 limits assumed): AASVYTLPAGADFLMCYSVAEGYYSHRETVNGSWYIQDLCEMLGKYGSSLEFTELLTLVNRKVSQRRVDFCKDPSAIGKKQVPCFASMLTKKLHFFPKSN
EWS-Fli block = EWS/Fli transcriptional activity inhibition | AID 651661 | actives 0.67% (n = 350,000) | inhibition, % at 12.6 µM | A673 NR0B1-luciferase reporter, viability-normalised;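 active = mean inhibition of at least 50% after viability correction, with every replicate also passing that limit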;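 also: firefly luciferase signal divided by Alamar Blue viability fluorescence both relative to DMSO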
LGR2 inh = inhibitors of bursicon-induced Drosophila LGR2 receptor cAMP signaling. inhibition, % at 9.99 µM. HEK293 LGR2, CRE-luciferase, bursicon-stimulated, 4 h. actives 0.35% (n = 380,000). AID 720647;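 active = drop in luminescence signal, shown as inhibition above about 50% in the replicate tests, limit read from the data, passing the limit was not always enough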;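 also: agonist challenge used bursicon conditioned medium at about half maximal strength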
SIRT5 inh = sirtuin-5 (human) deacylase inhibition; inhibition, % at 15 µM; actives 1.1% (n = 330,000); Purified SirT5, succinyl-peptide AMC, trypsin-coupled fluorescence; AID 652115; Q9NXA8; in the data active = inhibition above about 15%
Target sequence (Q9NXA8 whole entry, looked up): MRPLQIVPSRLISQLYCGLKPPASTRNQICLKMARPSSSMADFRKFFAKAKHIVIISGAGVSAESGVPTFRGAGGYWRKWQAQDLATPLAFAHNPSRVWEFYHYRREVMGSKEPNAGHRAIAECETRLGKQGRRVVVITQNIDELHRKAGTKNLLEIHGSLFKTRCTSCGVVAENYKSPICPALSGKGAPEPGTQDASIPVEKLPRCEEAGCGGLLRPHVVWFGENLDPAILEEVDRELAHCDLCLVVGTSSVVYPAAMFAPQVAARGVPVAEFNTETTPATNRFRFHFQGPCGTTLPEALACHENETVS
* marks the source's active call; other numbers are inactive results; x = no result given; & = joins results of further samples.

SMILES	PAX8 inh HTS	DENV2 CPE rescue	ARNT-TACC3 inh	CASP6 VEID inh	EWS-Fli block	LGR2 inh	SIRT5 inh
CC(C)NC(=O)N[C@@H]1C=C[C@H](CC(=O)N2CCCCC2)O[C@H]1CO	-7	-1	17	1	2	-3	0
Cc1nnc(NC(=O)c2ccc(S(=O)(=O)N3CCCCC3C)cc2)o1 (centres undefined)	18	-5	51*	3	20	-3	-2
O=[N+]([O-])c1cc2c(cc1Br)-c1ccccc1C2	4	-6	x	0	-10	-19	x
CC(=O)c1ccc(S(=O)(=O)N2CCC3(CC2)OCCO3)cc1	-18	-1	0	-2	x	2	-4
COc1ccc2c3c(n(C)c2c1)[C@@H](CO)N(C(=O)CN1CCOCC1)CC31CCN(C(=O)C2CC2)CC1	x	8	x	3	-3	-5	-5
Cc1ccc(S(=O)(=O)Nc2ccc3c(c2)CC(=O)N([C@H](C)CO)C[C@@H](C)[C@@H](CN(C)C(=O)Nc2c(C)noc2C)O3)cc1	-12	1	-7	x	-6	0	-6
CCN1C[C@@H]2[C@@H]3C(=O)N(Cc4ccccc4)C(=O)[C@@H]3[C@](Cc3ccccc3)(C1=O)N2C(=O)c1ccc(C(F)(F)F)cc1	8	-2	14	6	-4	-17	-1
O=C(C[C@@H]1CC[C@@H]2[C@H](COC[C@H](O)CN2Cc2nccs2)O1)NCc1ccc(-c2ccccc2)cc1	22	-8	-1	-1	-3	-4	0
C[C@H](CO)N1C[C@H](C)[C@@H](CN(C)C(=O)Nc2ccccc2F)Oc2cc(-c3cccc(C#N)c3)ccc2S1(=O)=O	13	-4	-7	1	25	-1	2
COc1ccc(C(=O)Nc2cccc(S(=O)(=O)N3CCCC3)c2)cc1S(=O)(=O)N1CCOCC1	x	12	-1	3	8	-5	-1
CN(C)C(CNC(=O)CSc1nc2ccccc2c(=O)n1Cc1ccco1)c1ccccc1 (centres undefined)	2	5	1	-132	-3	-4	6
C[C@H](CO)N1C[C@H](C)[C@H](CN(C)C(=O)Nc2cccc3ccccc23)Oc2ccc(NC(=O)Cc3ccccc3)cc2C1=O	30	19	-3	0	-1	10	-2
CO[C@@H]1CN(C)C(=O)c2ccc(NC(=O)NC(C)C)cc2OC[C@@H](C)N(C(=O)C2CCC2)C[C@H]1C	x	-7	x	-1	-5	3	0
COc1cccc(CNC(=O)C[C@@H]2C=C[C@H](NC(=O)C3CCOCC3)[C@H](CO)O2)c1	-5	4	0	-1	-3	-8	-1
CC(=O)N1CCCCN2[C@H](CO)[C@H](c3ccc(-c4cccc(C(=O)N(C)C)c4)cc3)[C@@H]2C1	-20	-2	-5	-1	-5	-10	-1
C[C@@H]1CN([C@@H](C)CO)C(=O)c2cccc(NC(=O)c3nc4ccccc4s3)c2O[C@@H]1CN(C)S(=O)(=O)c1cccs1	x	-15	-1	5	-3	3	3
Cc1cc(C)c(NC(=S)N(CCN(C)C)C(C)c2cccnc2)c(C)c1 (centres undefined)	13	2	0	-5	1	14	-2
COCCOC(=O)c1c(C)oc2ccc(NS(=O)(=O)c3ccccc3)cc12	x	x	0	1	-16	4	1
CCc1cccc(CC)c1NC(=O)COC(=O)CCc1cc(OC)c(OC)c(OC)c1	-9	x	21	x	x	6	x
CN(C)c1ccc2c(c1)[C@@H]1C[C@@H](CC(=O)NCc3ccncc3)O[C@@H](CO)[C@@H]1O2	-11	0	10	0	-6	-7	-3

Entries listed so far with fluorine (2):
SMILES	PAX8 inh HTS	DENV2 CPE rescue	ARNT-TACC3 inh	CASP6 VEID inh	EWS-Fli block	LGR2 inh	SIRT5 inh
CCN1C[C@@H]2[C@@H]3C(=O)N(Cc4ccccc4)C(=O)[C@@H]3[C@](Cc3ccccc3)(C1=O)N2C(=O)c1ccc(C(F)(F)F)cc1	8	-2	14	6	-4	-17	-1
C[C@H](CO)N1C[C@H](C)[C@@H](CN(C)C(=O)Nc2ccccc2F)Oc2cc(-c3cccc(C#N)c3)ccc2S1(=O)=O	13	-4	-7	1	25	-1	2

Continuation:
SMILES	PAX8 inh HTS	DENV2 CPE rescue	ARNT-TACC3 inh	CASP6 VEID inh	EWS-Fli block	LGR2 inh	SIRT5 inh
CCOc1ccc2[nH]c3c(NCCCOC)ncnc3c2c1	-75	-3	13	1	-84	-8	-12
CC(=O)N1c2ccc(S(=O)(=O)NCCC(=O)Nc3ncccc3C)cc2CC1C (centres undefined)	-5	-1	-3	2	x	2	-2
CCCc1cc(=O)oc2cc(OCC(=O)N3CCc4ccccc43)ccc12	x	x	-3	9	x	10	-2
Cc1[nH]c2ccccc2c1C(=O)CSc1cccc[n+]1[O-]	16	4	2	0	12	6	1
CC1Oc2ccccc2OC1(O)c1ccccn1 (centres undefined)	36	-4	-6	-1	4	-14	-5
CO[C@@H]1CN(C)C(=O)c2cc(NC(C)=O)ccc2OC[C@H](C)N(C(=O)C2CCC2)C[C@@H]1C	13	15	-4	-1	-2	3	-2
Cc1ccccc1-c1ccc2c(c1)O[C@@H](CN(C)CC1CC1)[C@@H](C)CN([C@H](C)CO)S2(=O)=O	x	-2	7	1	3	-4	14
C[C@@H]1CN([C@@H](C)CO)C(=O)Cc2cc(NS(=O)(=O)c3ccccc3)ccc2O[C@H]1CN(C)C	4	15	-12	-1	1	10	-1
CC[N+](CC)(CC=C(C)C)CC(=O)OC	1	-3	-3	6	-9	1	1
COC(=O)[C@H]1[C@H](CO)[C@H]2Cn3c(ccc(-c4ccccc4)c3=O)[C@H]2N1Cc1ccccn1	x	-4	9	1	-2	20	-5
C[C@H](CO)N1C[C@H](C)[C@@H](CN(C)S(C)(=O)=O)Oc2ccc(NS(=O)(=O)c3ccc(Cl)cc3)cc2CC1=O	3	-3	-4	-1	-7	-3	-4
COC1=CC(=O)C(OC)=C(OC)C1=O	-124	x	8	-1	12	-1	7
O=C(Cc1ccccc1)Nc1nc(-c2cccc([N+](=O)[O-])c2)cs1	-12	-8	-12	1	-12	x	-3
CO[C@@H](CN(C)S(=O)(=O)c1cn(C)cn1)[C@H](C)CN(C(=O)Nc1ccc(F)cc1)[C@@H](C)CO	x	0	10	-2	-8	-5	0
CCCN1CCN(C(=O)C2CCN(c3ncnc4c3nc3n4CCCCC3)CC2)CC1	7	5	-16	-2	-4	-5	-4
CN(C)c1ccc(/C=N/NC(=O)c2ccc3c(c2)OCO3)cc1	-83	2	-11	0	-62	-87	8
O=C(CSc1nnc(Cc2ccccc2)o1)NCc1ccc2c(c1)OCO2	0	4	-6	0	1	1	-1
O=C(NCc1cccc(OC(F)(F)F)c1)c1ccc2c(c1)S(=O)(=O)c1cc(Cl)ccc1C2=O	-7	-10	3	-4	7	-3	-1
C[C@H]1CN([C@@H](C)CO)S(=O)(=O)c2ccc(C#Cc3cccnc3)cc2O[C@H]1CN(C)C(=O)Nc1ccc2c(c1)OCO2	14	15	-3	4	1	-6	1
N#Cc1c(NC(=O)c2cc(C3CC3)on2)sc2c1CCC2	-2	0	-13	1	21	-55	-4

Arranged by the number under LGR2 inh (highest first): 5 from the list above.
| structure | DENV2 CPE rescue | ARNT-TACC3 inh | CASP6 VEID inh | LGR2 inh | SIRT5 inh |
| --- | --- | --- | --- | --- | --- |
| Cc1[nH]c2ccccc2c1C(=O)CSc1cccc[n+]1[O-] | 4 | 2 | 0 | 6 | 1 |
| CO[C@@H]1CN(C)C(=O)c2ccc(NC(=O)NC(C)C)cc2OC[C@@H](C)N(C(=O)C2CCC2)C[C@H]1C | -7 | x | -1 | 3 | 0 |
| C[C@H](CO)N1C[C@H](C)[C@@H](CN(C)S(C)(=O)=O)Oc2ccc(NS(=O)(=O)c3ccc(Cl)cc3)cc2CC1=O | -3 | -4 | -1 | -3 | -4 |
| CCCN1CCN(C(=O)C2CCN(c3ncnc4c3nc3n4CCCCC3)CC2)CC1 | 5 | -16 | -2 | -5 | -4 |
| N#Cc1c(NC(=O)c2cc(C3CC3)on2)sc2c1CCC2 | 0 | -13 | 1 | -55 | -4 |

Structures listed above shown as hits in ARNT-TACC3 inh.
| Structure | DENV2 CPE rescue | ARNT-TACC3 inh | CASP6 VEID inh | LGR2 inh | SIRT5 inh |
| --- | --- | --- | --- | --- | --- |
| Cc1nnc(NC(=O)c2ccc(S(=O)(=O)N3CCCCC3C)cc2)o1 (centres undefined) | -5 | 51* | 3 | -3 | -2 |

Continuation.
SMILES	PAX8 inh HTS	DENV2 CPE rescue	ARNT-TACC3 inh	CASP6 VEID inh	EWS-Fli block	LGR2 inh	SIRT5 inh
CCc1nc2c(OCCOc3ccccc3)cccn2c1N(C)C(=O)c1ccccc1F	13	-14	x	-1	-9	2	-2
O=C1NC(=S)N(C(=O)c2ccc(F)cc2)/C1=C/c1ccccc1	42	19	-7	1	8	-3	x
Cc1noc(C)c1NC(=O)N(C)C[C@H]1OCCCC[C@H](C)Oc2ccc(NC(=O)Nc3ccccc3)cc2C(=O)N([C@H](C)CO)C[C@@H]1C	8	12	-5	x	2	-8	x
COc1ccccc1NC(=O)CCCn1c(=S)[nH]c2ccccc2c1=O	20	-4	-3	2	10	3	3
CN(C(=O)C(C)(C)C)C1c2c(ccc3ccccc23)OCC1CO (centres undefined)	27	18	-1	3	-2	12	-2
O=C(COC(=O)c1cc([N+](=O)[O-])ccc1N1CCOCC1)Nc1ccc(Cl)cn1	61*	8	-1	-2	x	12	9
CCCCN(C(=O)c1ccc(S(=O)(=O)N(CC)CC)cc1)c1c(N)n(CCC)c(=O)[nH]c1=O	-9	-6	-2	0	6	19	-3
Cc1ccc2nc(NC(=O)c3ccc(Br)o3)sc2c1	-86	-3	1	1	-15	12	1
CCC(=O)N1CC[C@@H]2[C@H]1c1cc(C#Cc3ccc(OC)cc3)ccc1N[C@@H]2CO	-14	0	-8	-7	-2	12	7
Oc1c(CN2CCCC(C(F)(F)F)C2)cc(Cl)c2ccccc12 (centres undefined)	39	10	-1	0	18	11	-3
C[C@@H]1CN([C@H](C)CO)C(=O)Cc2cc(NC(=O)Cc3ccccc3)ccc2O[C@@H]1CN(C)CC1CCCCC1	16	-3	0	4	2	3	5
CCOC(=O)c1csc(COc2ccc(OC)cc2)n1	-22	-2	-2	-2	3	-32	-1
CC1(C(=O)N/N=C/c2ccccc2)CC1(Br)Br (centres undefined)	-9	9	9	-2	3	-2	8
C[C@H]1[C@H](c2ccccc2)Oc2cccc(NCCc3ccccc3)c2S(=O)(=O)N1Cc1ccc(F)cc1	-16	-3	x	-5	3	1	1
Cc1ccc(OC(=O)N(C)C[C@@H]2OCc3cn(nn3)CCCC(=O)N([C@H](C)CO)C[C@H]2C)cc1	-1&2	11&4&0	2&-4	2&3&0	8&-4&-2	8&0	6&-2&6
COc1ccc(NC(=O)c2oc3ccccc3c2NC(=O)C2CC2)cc1OC	-7	-5	3	1	x	-3	-1
Cn1nnc2cc(C(=O)Nc3ccccc3)ccc21	-79	-1	-8	-2	-59	-65	-1
C[C@@H]1CCCCO[C@@H](CN(C)C(=O)CCCN(C)C)[C@@H](C)CN([C@H](C)CO)C(=O)c2cc(NC(=O)CCCN(C)C)ccc2O1	x	-2	x	0	-4	4	-2

Whole records, looked up by structure:
CC1Oc2ccccc2OC1(O)c1ccccn1 (centres undefined) is entered as PAX8 inh HTS = 36; DENV2 CPE rescue = -4; ARNT-TACC3 inh = -6; CASP6 VEID inh = -1; EWS-Fli block = 4; LGR2 inh = -14; SIRT5 inh = -5
CCc1cccc(CC)c1NC(=O)COC(=O)CCc1cc(OC)c(OC)c(OC)c1 is entered as PAX8 inh HTS = -9; DENV2 CPE rescue = x; ARNT-TACC3 inh = 21; CASP6 VEID inh = x; EWS-Fli block = x; LGR2 inh = 6; SIRT5 inh = x
